# Screening results (PubChem)
# RSV antiviral HEp-2 – inhibition of RSV-induced cytopathic effect – HEp-2 cells, primary 10 µM value included (AID 2391) | 310,000 compounds, 0.13% hits | HEp-2 cells, RSV-induced CPE inhibition; higher % means a stronger effect | one-dose CPE inhibition, % at 10 µM; IC50 in µM for titrated hits; in the data active = a potency from the dose series; inconclusive = CPE inhibition mostly from about 23% at the one dose, without a potency; inactive = the rest, 99 in 100 with CPE inhibition below about 21%; also: strong numbers were not always called active
# SV40 large T antigen – SV40 large T antigen inhibitors, biochemical (AID 1903). inhibition, % at 20 µM; hits with a dose series show IC50 in µM. 310,000 compounds, 0.39% hits. SV40 large T antigen ATPase/helicase inhibition assay; higher % means a stronger effect; in the data active = a potency from the dose series; inconclusive = inhibition mostly from about 32% at the one dose, without a potency; inactive = the rest, 99 in 100 with inhibition below about 32%; also: strong numbers were not always called active
# XIAP antagonists – XIAP antagonists, biochemical, IAP family, fluorescence polarization (AID 1018); XIAP BIR domain, fluorescence polarization peptide displacement; higher % means a stronger effect; one-dose displacement, % at 20 µM; IC50 in µM for titrated hits; 200,000 compounds, 0.007% hits; in the data active = displacement above about 50%; also: a part of the inactive calls stands beside numbers as strong as those of hits
# HIV fusion peptide – inhibitors of HIV fusion peptide binding, primary screen, biochemical, uHTS, fluorescence dequenching (AID 1986). cell-free peptide binding, fluorescence dequenching, 30 min; higher % means a stronger effect. inhibition, % at 20 µM, or IC50 in µM where a hit was titrated. 290,000 compounds, 0.3% hits; in the data active = inhibition mostly above about 52%, no sharp cut-off; inactive = mostly below about 76%; also: some results filed as inactive read as strong as hits
# Rac1 GTP hydrolysis – MgcRacGAP GTPase-activating activity inhibitors, confirmation, biochemical, ADP Hunter fluorescence; MgcRacGAP-stimulated Rac1 GTP hydrolysis, ADP Hunter fluorescence; higher % means a stronger effect; GST-tagged Rac1 F28L mutant substrate; inhibition, % at 30 µM; hits with a dose series show IC50 in µM; 340,000 compounds, 0.6% hits; AID 624330;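 active = first-screen hits whose inhibition reached a set limit at any dose in the follow-up dose series; inconclusive = inhibition above the set first-screen limit but never retested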;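 also: fluorescence reports GDP produced by GAP-driven GTP hydrolysis; strong numbers were not always called active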
# LYP phosphatase – PTPN22 lymphoid phosphatase activity blockers – biochemical, fluorescence intensity, uHTS (AID 1779); recombinant LYP phosphatase, fluorescence intensity; higher % means a stronger effect; one-dose inhibition, % at 11.5 µM; IC50 in µM for titrated hits; 290,000 compounds, 0.054% hits; in the data active = inhibition above about 50%;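 also: plate controls were vehicle with enzyme for no effect and no enzyme for full effect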
# Siah-1 displacement – blockers of Siah-1 interaction with plectin peptide – biochemical, fluorescence polarization, rhodamine-plectin, uHTS, primary screen (AID 1817); Siah-1 / rhodamine-plectin peptide fluorescence polarization; higher % means a stronger effect; 290,000 compounds, 0.02% hits; displacement, % at 20 µM, or IC50 in µM where a hit was titrated;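 active = displacement of at least 50% at 20 µM, with a fluorescence ratio check between 0.3 and a set limit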;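 also: plate controls were Siah plus tracer with DMSO for no effect and tracer alone without Siah for full effect; strong numbers were not always called active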
# AID2073 – inhibitors of Mint1-CaV2.2 protein interaction, biochemical, HTRF (AID 2073); 290,000 compounds, 0.19% hits; HTRF protein-protein interaction, Mint1-CaV2.2; higher % means a stronger effect; one-dose inhibition, % at 20 µM; IC50 in µM for titrated hits; in the data active = inhibition mostly above about 51%, no sharp cut-off; inconclusive = no clear call, values can overlap the other calls; inactive = mostly below about 53%; also: some results filed as inactive read as strong as hits
# NS5 inhibitors – Dengue-2 NS5 methyltransferase inhibitors, primary screen, biochemical, confirmation dose response (AID 588689). 340,000 compounds, 0.3% hits. inhibition, % at 25 µM, or IC50 in µM where a hit was titrated. Dengue-2 NS5 methyltransferase capping enzyme assay, biochemical; higher % means a stronger effect; in the data active = a potency from the dose series; inconclusive = inhibition above about 29% without an active follow-up result
# NS5 inhibitors pilot replicate – recorded beside NS5 inhibitors, whose call it bears; inhibition, %; measured here: pilot screen replicate inhibition
# * marks the source's active call; other numbers are inactive results; ? = inconclusive; nt = no result given.
SMILES,RSV antiviral HEp-2,SV40 large T antigen,XIAP antagonists,HIV fusion peptide,Rac1 GTP hydrolysis,LYP phosphatase,Siah-1 displacement,AID2073,NS5 inhibitors,others
O=C(COc1ccccc1Cl)NCCNC(=O)c1cccnc1,-0.1%,8%,nt,2.0%,-4%,-8%,1%,1%,0%,
S=C(NCc1cccnc1)Nc1ccc(Oc2ccc(Cl)cc2)cc1,0.8%,23%,nt,-1.7%,7%,-3%,3%,-3%,2%,
COc1ccccc1CNC(=O)C1CCN(S(C)(=O)=O)CC1,1.4%,3%,-8.8%,-0.7%,1%,-4%,2%,-2%,-4%,
Nc1c(N2CCCC2)cc(Cl)c2nonc12,1.3%,16%,-0.4%,2.5%,5%,-9%,-2%,2%,?,
COc1ccccc1Oc1coc2cc(OC(=O)N3CCOCC3)ccc2c1=O,4.4%,20%,0.6%,2.1%,7%,-8%,2%,5%,-4%,NS5 inhibitors pilot replicate=-4.1
CCN(/N=C/C=C/c1ccccc1)c1cc(=O)n(C)c(=O)[nH]1,1.4%,14%,-5.1%,0.7%,14%,3%,0%,7%,4%,
CCC1(C)NC(=O)N(/N=C/c2cc(OC)c(O)c(OC)c2)C1=O (stereo not drawn),-0.4%,17%,-6.1%,1.4%,8%,4%,-2%,22%,-1%,
Cc1nc(C(=O)N(C)C)nn1-c1cc(Cl)cc(Cl)c1,3.2%,14%,-1.2%,-2.5%,8%,-4%,-4%,6%,-5%,
Cc1ccc(S(=O)(=O)NCC(=O)NCC(=O)OC(C(=O)NC(N)=O)C(C)C)cc1C (stereo not drawn),1.6%,14%,nt,-1.3%,6%,-9%,-1%,7%,5%,
Cn1c(=O)[nH]c(=O)c2c1nc(CN1CCN(c3cccc(Cl)c3)CC1)n2CCc1ccccc1,6.3%,1%,-1.5%,-0.9%,12%,6%,3%,-7%,-7%,
COCCCn1cc(C(=O)c2cc(OC)ccc2OCC(=O)N2CCCCC2C)cc(C#N)c1=O (stereo not drawn),-1.4%,4%,-2.1%,-0.9%,8%,1%,15%,-3%,-8%,
Cc1ccccc1CN1[C@@H](Cc2ccccc2)COCCS1(=O)=O,0.3%,1%,nt,nt,0%,nt,nt,nt,-8%,
CC(C)(C)C#CC(CCc1ccccc1)OS(N)(=O)=O (stereo not drawn),-1.0%,5%,nt,-2.5%,nt,-10%,-6%,9%,nt,
Cc1ccc(C2=N/C(=C\c3cccc(F)c3)C(=O)O2)cc1,-0.4%,2%,nt,3.1%,6%,-8%,-3%,2%,2%,NS5 inhibitors pilot replicate=0.0
CCCC(=O)Nc1ccc(Cl)c(NC(=S)NC(=O)c2cc3ccccc3o2)c1,0.9%,-9%,3.4%,-0.2%,6%,-1%,4%,-4%,-8%,
CCN1CCN(C(=O)c2ccc(CS(=O)(=O)Cc3ccccc3C)o2)CC1,1.3%,-8%,nt,-0.8%,12%,-11%,4%,9%,3%,
CCn1c(SCC(=O)n2nc(C)cc2C)nnc1-c1ccc2c(c1)OCO2,-0.7%,-2%,-5.4%,-1.9%,2%,-3%,2%,-1%,27%,
Clc1ccccc1CSc1nnc(-c2ccco2)c(-c2ccco2)n1,0.6%,54µM*,-3.1%,74%,?,14%,12%,?,61%,
N#CCCn1c(SCC(=O)N2CCN(S(=O)(=O)c3ccccc3)CC2)nc2ccccc21,0.1%,3%,-0.8%,-2.9%,3%,-1%,3%,-8%,-7%,
CN(C)S(=O)(=O)c1cccc(NC(=O)c2cccc(S(=O)(=O)N3CCCCC3)c2)c1,?,11%,nt,nt,8%,nt,nt,nt,-2%,
Cc1c(Br)c([N+](=O)[O-])nn1C(C)C(=O)N1CCCc2ccccc21 (stereo not drawn),4.5%,1%,-7.6%,-2.4%,2%,-3%,0%,-4%,-3%,
Fc1ccc2[nH]c3c(N4CCN(C5CCCCC5)CC4)ncnc3c2c1,-2.6%,0%,-4.9%,12%,nt,-13%,-3%,13%,nt,
OC1(c2cccc(C(F)(F)F)c2)CCN(Cc2nnnn2Cc2ccccc2)CC1,2.9%,5%,-3.2%,-0.5%,7%,-1%,3%,-15%,nt,
O=C(Oc1ccc(Oc2ccccc2)cc1)N1CCC(O)CC1,1.9%,8%,nt,0.5%,7%,-8%,12%,-6%,3%,
CCOc1ccccc1N(CC(=O)NC1CCCCC1)S(=O)(=O)c1ccccc1,1.1%,5%,nt,-1.4%,-3%,-8%,1%,-1%,-2%,

# Overlap with the part before: two compounds, followed by the next part.
SMILES,RSV antiviral HEp-2,SV40 large T antigen,XIAP antagonists,HIV fusion peptide,Rac1 GTP hydrolysis,LYP phosphatase,Siah-1 displacement,AID2073,NS5 inhibitors,others
O=C(Oc1ccc(Oc2ccccc2)cc1)N1CCC(O)CC1,1.9%,8%,nt,0.5%,7%,-8%,12%,-6%,3%,
CCOc1ccccc1N(CC(=O)NC1CCCCC1)S(=O)(=O)c1ccccc1,1.1%,5%,nt,-1.4%,-3%,-8%,1%,-1%,-2%,
CC(C)(C)OC(=O)NCCCC[C@H](NC(=O)[C@H](Cc1c[nH]c2ccccc12)NC(=O)OCc1ccccc1)C(=O)O,1.3%,6%,nt,4.9%,8%,-1%,3%,6%,5%,
O=C(NNC(=S)Nc1cccc(C(F)(F)F)c1)c1ccccc1Cl,5.7%,24%,0.8%,12%,7%,-8%,-6%,10%,-5%,
Cc1ccc(/C(O)=C/C(=O)C(=O)NC23CC4CC(CC(C4)C2)C3)cc1,-0.1%,16%,nt,12%,10%,3%,14%,1%,-2%,
O=C(C1CCN(c2nc3nonc3nc2N2CCCCC2)CC1)N1CCOCC1,2.7%,8%,-19%,-1.8%,6%,5%,-4%,-7%,-8%,
O=C(CCn1nnc2ccccc2c1=O)N[C@H](C(=O)O)c1ccccc1,0.2%,3%,-3.3%,3.2%,9%,-4%,4%,35%,-2%,
Cc1cccc(N(CC(=O)N2CCCCCC2)S(C)(=O)=O)c1C,0.2%,6%,nt,-1.1%,-3%,-9%,1%,-4%,-8%,
O=C(NCc1ccccn1)Nc1ccccc1C(F)(F)F,0.7%,3%,nt,-1.2%,-6%,-8%,4%,4%,-6%,
CCOc1ccccc1NC(=O)Cn1nnc(C(=O)NCCc2ccc(OC)c(OC)c2)c1N,2.6%,26%,-11%,-0.3%,-36%,-5%,5%,-7%,-9%,
COc1ccc(CCN(C)CCN2C(=O)c3ccccc3C2=O)cc1OC,2.6%,0%,-1.9%,0.5%,7%,-9%,-1%,-16%,3%,
Cc1ccc(C(=O)c2ccccc2C(=O)OCC(=O)NCCc2ccc(Cl)cc2Cl)cc1,16%,7%,-5.3%,2.2%,4%,5%,14%,-5%,-7%,
CC1=NN(C(=O)Cn2ccc([N+](=O)[O-])n2)C(O)(C(F)(F)F)C1 (stereo not drawn),1.3%,11%,-3.1%,3.3%,-4%,-4%,9%,14%,-2%,
CN(C)c1ccc(/C=N/OC(=O)Nc2ccccc2)cc1,7.2%,9%,nt,-1.5%,31%,-4%,2%,-10%,-6%,
COC(=O)c1cc(NC(=O)CSc2nnc(N)s2)ccc1Cl,1.7%,-1%,-17%,-1.4%,-3%,-6%,0%,-7%,-9%,
Cc1ccc(S(=O)(=O)N2[C@@H](c3cccc(Cl)c3)C(C(=O)O)=CC[C@H]2c2ccc(Cl)c(Cl)c2)cc1,9.6%,2%,nt,nt,7%,nt,nt,nt,58µM*,
COc1ccc(-c2nnn(CC(=O)N(CCO)C(C(=O)NC3CCCC3)c3ccc(F)cc3)n2)cc1 (stereo not drawn),-1.6%,4%,-9.2%,-3.9%,9%,-3%,-8%,-3%,-5%,
O=C(Oc1cccnc1)c1cccc(Cl)c1,-0.2%,7%,-6.8%,0.5%,-1%,-10%,-2%,-2%,1%,
COc1ccc(NC(=O)CN(c2ccccc2)S(=O)(=O)N(C)C)cc1OC,0.1%,3%,-1.0%,-0.7%,6%,-12%,-5%,-2%,0%,
O=C1NCCCCC1NS(=O)(=O)c1ccc(Cl)cc1 (stereo not drawn),2.0%,24%,nt,-2.0%,6%,-5%,2%,-11%,-10%,
COCCN(C(=O)COC(=O)C1COc2ccccc2O1)c1c(N)n(Cc2ccccc2)c(=O)[nH]c1=O (stereo not drawn),0.6%,11%,nt,nt,3%,nt,nt,nt,8%,
Cc1nc2ccccn2c1C(=O)CSc1cccc(Cl)c1,11%,8%,-8.1%,-0.3%,5%,9%,0%,-5%,3%,
CCN1CCN(Cc2nc3c(c(=O)n(C)c(=O)n3C)n2C(C)C(C)=O)CC1 (stereo not drawn),-0.6%,10%,-3.6%,-0.9%,1%,-3%,2%,-6%,-7%,
O=c1cc(CSc2ccc(Cl)cc2)[nH]c2[nH]n(-c3ccccc3)c(=O)c12,-1.0%,>100µM*,nt,44%,17%,-4%,-3%,-13%,74%,
O=C(CN1C(=O)C2CCCCC2C1=O)N1CCN(c2ccc(F)cc2)CC1 (stereo not drawn),0.8%,nt,-2.5%,-0.9%,5%,-6%,4%,2%,-5%,

# Six entries picked at random from those above:
SMILES,RSV antiviral HEp-2,SV40 large T antigen,XIAP antagonists,HIV fusion peptide,Rac1 GTP hydrolysis,LYP phosphatase,Siah-1 displacement,AID2073,NS5 inhibitors,others
O=C(CN1C(=O)C2CCCCC2C1=O)N1CCN(c2ccc(F)cc2)CC1 (stereo not drawn),0.8%,nt,-2.5%,-0.9%,5%,-6%,4%,2%,-5%,
O=c1cc(CSc2ccc(Cl)cc2)[nH]c2[nH]n(-c3ccccc3)c(=O)c12,-1.0%,>100µM*,nt,44%,17%,-4%,-3%,-13%,74%,
CN(C)S(=O)(=O)c1cccc(NC(=O)c2cccc(S(=O)(=O)N3CCCCC3)c2)c1,?,11%,nt,nt,8%,nt,nt,nt,-2%,
Cc1cccc(N(CC(=O)N2CCCCCC2)S(C)(=O)=O)c1C,0.2%,6%,nt,-1.1%,-3%,-9%,1%,-4%,-8%,
O=C1NCCCCC1NS(=O)(=O)c1ccc(Cl)cc1 (stereo not drawn),2.0%,24%,nt,-2.0%,6%,-5%,2%,-11%,-10%,
COc1ccc(-c2nnn(CC(=O)N(CCO)C(C(=O)NC3CCCC3)c3ccc(F)cc3)n2)cc1 (stereo not drawn),-1.6%,4%,-9.2%,-3.9%,9%,-3%,-8%,-3%,-5%,
